# FAS-TE inh – FAS thioesterase (human) inhibition; recombinant FAS-TE, OMFH fluorogenic substrate, fluorescence endpoint; inhibition, % at 15 µM; 360,000 tested, 0.67% active;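 active = compounds whose normalised, plate-corrected inhibition of enzyme fluorescence in the single-dose primary screen is 50% or more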;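 also: 0% = DMSO with enzyme and 100% = substrate without enzyme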
# Neddyl block – cullin neddylation inhibition; calls only at 25 µM; TR-FRET cullin neddylation, biochemical; P61081+Q13564; 360,000 tested, 0.58% active; in the data active = inhibition above about 36%
# Rin1-Abl PPI inh – blocks binding of human Rin1 to Abl; TR-FRET Rin1/Abl binding, biochemical; AID 588664; inhibition, % at 7.35 µM; 360,000 tested, 0.4% active; P00519+Q13671; in the data active = inhibition above about 5%, passing the limit was not always enough
# TbMetRS inhib – blocks T. brucei methionyl-tRNA synthetase activity; purified T. brucei MetRS, ATP depletion, Kinase-Glo luminescence; inhibition, % at 11.9 µM; 360,000 tested, 0.4% active; AID 624268;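 active = inhibition above a per-plate cutoff of the control wells' mean inhibition plus 3 SD, cut at about 5.5% in these data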;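 also: 0% = DMSO wells median and 100% = median of wells with control inhibitor compound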
#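 System: purified T. brucei MetRS enzyme / Detection: Kinase-Glo luciferase luminescence reporting remaining unconsumed ATP / Medium: HEPES buffer with MgCl2, KCl, DTT, spermine, BSA, pyrophosphatase / Replication: singlicate, one well per compound / Evaluation: percent inhibition relative to median high and low control wells / Schedule: 2 h aminoacylation at 25 °C after 15 min preincubation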
# MLLE-PAM2 inh – blocks PAM2 peptide binding to the PABP1 MLLE domain. inhibition, % at 20 µM. AID 588489. 360,000 tested, 0.36% active. GST-MLLE / FITC-PAM2 fluorescence polarization; in the data active = inhibition above about 35%, passing the limit was not always enough;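 also: plate controls were DMSO wells with GST-MLLE for no effect and wells lacking GST-MLLE protein for full effect; some results filed as inactive read as strong as hits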
# E coli Lon inh – inhibitors of E. coli Lon protease. purified E. coli Lon protease, fluorescence polarization. inhibition, % at 7.94 µM. 360,000 tested, 0.42% active. AID 602123; in the data active = inhibition above about 13%, passing the limit was not always enough;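 also: 0% = enzyme with probe and DMSO and 100% = no enzyme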
# MsrA act – activates bovine MsrA enzyme; purified bovine MsrA, absorbance read-out; activation, % at 10.6 µM; 360,000 tested, 0.3% active; AID 602163; in the data active = activation above about 7.5%;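 also: 0% = vehicle and 100% = reference activator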
# CSN deneddyl inh – CSN deneddylation inhibition; Q92905; inhibition, % at 12.5 µM; 360,000 tested, 0.38% active; Purified CSN, SCF-Nedd8-OG deneddylation, fluorescence polarization;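 active = pattern-corrected inhibition above about 35%, with an unprinted fluorescence ratio check between 0.5 and 1.5, limit read from the data, passing the limit was not always enough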;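 also: 0% = enzyme with substrate and 100% = substrate without enzyme; some results filed as inactive read as strong as hits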
#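 Assay system: Purified human Csn5 enzyme expressed in HEK293T cells | Amount: Enzyme 0.24 nM | Measured by: Fluorescence polarization readout | Medium: Tris/NaCl/DTT buffer, pH 7.5 | Compound dosing: One concentration, 12.5 µM, 0.25% DMSO | Times: 90 min incubation of compound, enzyme and substrate at room temperature | Control set: no-enzyme wells high, enzyme-with-substrate wells low | Read-out: % inhibition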
# MsrA inh – bovine MsrA inhibition; purified bovine MsrA, absorbance read-out; inhibition, % at 15.5 µM; 360,000 tested, 0.75% active; AID 651718; in the data active = inhibition above about 4.5%;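 also: 0% = vehicle wells with enzyme and 100% = reference inhibitor wells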
# * marks the source's active call; other numbers are inactive results; i = inactive; nt = no result given; + = active, no number.
SMILES	FAS-TE inh	Neddyl block	Rin1-Abl PPI inh	TbMetRS inhib	MLLE-PAM2 inh	E coli Lon inh	MsrA act	CSN deneddyl inh	MsrA inh
CCc1ccc(-c2ccc(C(=O)O)c(C)n2)cc1	-11	i	0	0.3	4	-16	-1	-1	2.2
Cc1[nH]nc2c(=S)[nH]c(=O)[nH]c12	-8	i	-17	-0.1	40*	-8	4	2	2.0
CCCNC(=O)C1(C)CCCN(Cc2ccc(C)cc2)C1 (stereo not drawn)	-7	i	-1	-0.1	-2	7	-2	-2	0.1
Cc1ccc(CN2CCNC(=O)C2CC(=O)O)cc1 (stereo not drawn)	-5	i	-4	0.0	-8	4	-2	2	0.2
O=C(Nc1ccnn1C1CCN(C2CCC2)CC1)c1ccccc1	-7	i	-1	-0.4	7	-1	3	-1	-0.9
CN(c1ccccc1)c1nc(N)c([N+](=O)[O-])c(N2CCOCC2)n1	-1	i	-4	0.4	-2	-1	-5	5	1.2
O=C(Cn1cc([N+](=O)[O-])cn1)Nc1nc2ccccc2s1	24	i	-2	0.9	-3	5	-1	5	0.6
CCOc1cc(C2Nc3cccc4cccc(c34)N2)ccc1O	12	i	3	0.9	6	-7	-8	-1	nt
Cc1ccc(-c2nc(CS(=O)CC(=O)NCc3ccc(Cl)cc3)c(C)o2)cc1 (stereo not drawn)	8	i	-1	0.0	12	-5	-3	4	-0.5
CCOc1ccc(NS(=O)(=O)c2cc(C(=O)NCC3CCCO3)ccc2Cl)cc1 (stereo not drawn)	8	i	2	-0.4	15	5	-6	2	0.8
Cn1c(=O)c2[nH]c(CCCc3ccc([N+](=O)[O-])cc3)nc2n(C)c1=O	-6	i	1	0.3	37	-2	-3	-7	0.7
CCOC(=O)[C@@H]1[C@H]2COc3ccc(Br)cc3[C@@H]2N2C(=O)N(c3ccc(C)cc3)C(=O)[C@@]12C	18	i	4	-0.4	-8	-5	-2	-7	0.1
CN(C)c1cc(-c2ccc(Cl)cc2Cl)oc(=O)c1Cl	11	i	2	1.0	8	2	-3	-4	0.3
O=C(O)C1C2C=CC(C2)C1C(=O)NCc1cccc(Cl)c1 (stereo not drawn)	-6	i	0	0.1	-3	-6	-3	0	0.8
CCCn1ccnc1SC(C)C(=O)Nc1c(C)n(C)n(-c2ccccc2)c1=O (stereo not drawn)	-4	i	2	0.3	-24	4	-3	-1	0.5
O=Nc1c(O)n(Cc2cccc(Cl)c2)c2ccccc12	-156	i	2	0.3	-11	-11	-1	-2	0.6
CCOc1cc(/C=C(/NC(C)=O)C(=O)O)cc(Cl)c1OCc1cccc(Br)c1	-2	i	-1	-0.4	0	1	1	4	0.2
CC/C(O)=C1\C(=O)CC(c2ccccc2)CC1=NCCC(=O)O (stereo not drawn)	-10	i	0	-0.4	3	-25	-1	-7	0.1
O=[N+]([O-])c1nn(-c2ccc3c(c2)OCCO3)n(O)c1=NC1CCCCCC1	12	i	0	-0.9	-14	0	-7	4	1.6
OCC(O)/C=N/Nc1nc(Nc2ccccc2)nc(Nc2ccccc2)n1 (stereo not drawn)	1	i	4	-0.6	5	-7	-2	3	0.0
CCC(=O)Nc1ccc(NC(=O)CSc2nnnn2-c2ccc(OC)cc2)cc1	0	i	1	0.1	2	-4	-1	4	-0.1
Cc1cnc(=O)[nH]c1SCC(=O)Nc1nccs1	-3	i	2	-0.3	14	-9	-2	-2	-0.8
O=C(CSc1nc2c(oc3ccccc32)c(=O)n1CC1CCCO1)NCc1ccccc1 (stereo not drawn)	-4	i	-1	-0.4	13	2	-1	7	2.0
Cc1cc(C)n(C2CCCCC2OC(=O)c2ccccc2F)n1 (stereo not drawn)	-4	i	-3	-1.0	3	-2	0	3	-0.8
Cc1c(N/C=C/C(=O)C(F)(F)F)c(=O)n(-c2ccccc2)n1C	-6	i	0	0.0	2	2	-3	0	-0.6
COc1ccc2c(c1)OC[C@H]1[C@H]2N2C(=O)CN(CC3CCCO3)C(=O)[C@@]2(C)[C@H]1c1ccccc1 (stereo partly drawn)	-8	i	3	-0.5	8	-1	-10	-2	-0.6
Cc1csc(NC(=O)c2ccc(=O)[nH]c2)n1	-5	i	3	-0.9	-5	-5	-3	0	0.4
COCCN(CC(=O)NCc1ccc(F)cc1)C(=O)CCC(=O)Nc1nccs1	-2	i	3	-0.9	9	-6	-3	1	2.4
CCOc1ccc2oc(C(=O)OCC(=O)N3CC(C)OC(C)C3)c(C)c2c1 (stereo not drawn)	-5	nt	3	-0.1	6	-5	-5	2	0.8
CCOc1cc(C(=O)NCCc2ccc(S(N)(=O)=O)cc2)cc(OCC)c1OCC	-5	i	1	0.0	9	-4	4	0	0.1
CN(C)c1ccc(-n2cccc2/C=C/[N+](=O)[O-])cc1	-4	i	0	-0.5	-2	-21	0	-5	0.5
Cc1cc(NS(=O)(=O)c2ccccc2)no1	-7	i	0	-0.3	-6	-3	-1	2	0.1
CCSC1=C(C#N)C(c2ccc(C)o2)CC(=O)N1 (stereo not drawn)	-4	+	-1	0.1	12	-5	-2	0	0.3
Cc1ccc(C)c(S(=O)(=O)N2CCN(C(=O)Cc3c(F)cccc3Cl)CC2)c1	14	i	-2	-0.6	8	-1	-1	1	0.0
CCOC(=O)c1ccc(NC(=S)NCCc2ccc(F)cc2)cc1	23	i	2	-0.5	9	-7	-1	-4	0.3
COc1cccc(N2C(=O)C(O)=C(C(C)=O)C2c2ccc(OC)c(OC)c2)c1 (stereo not drawn)	-4	i	1	-0.4	-16	-7	-5	-7	3.7
C/C(=N\NC(=O)c1ccccc1C)c1ccc(N2CCOCC2)cc1	-6	i	-1	-0.1	2	-3	-3	1	3.3
C=C1SC(=Nc2c(C)cccc2Cl)N(C(=O)c2sc3ccccc3c2Cl)C12CCCCC2	30	i	-1	-0.1	-9	4	-1	-3	-0.7
CC(=O)c1ccccc1NC(=O)CN1C(=O)CS/C1=C\c1nc(-c2ccc(C)cc2)cs1	48	i	1	-0.4	-18	0	-5	-5	-0.4
Cc1ccccc1OCC(=O)Nc1cnn(CCCC(=O)O)c1	3	i	-2	-0.2	9	0	-2	8	2.6

# Reprinted from the part before: 4 compounds; new compounds follow.
SMILES	FAS-TE inh	Neddyl block	Rin1-Abl PPI inh	TbMetRS inhib	MLLE-PAM2 inh	E coli Lon inh	MsrA act	CSN deneddyl inh	MsrA inh
C/C(=N\NC(=O)c1ccccc1C)c1ccc(N2CCOCC2)cc1	-6	i	-1	-0.1	2	-3	-3	1	3.3
C=C1SC(=Nc2c(C)cccc2Cl)N(C(=O)c2sc3ccccc3c2Cl)C12CCCCC2	30	i	-1	-0.1	-9	4	-1	-3	-0.7
CC(=O)c1ccccc1NC(=O)CN1C(=O)CS/C1=C\c1nc(-c2ccc(C)cc2)cs1	48	i	1	-0.4	-18	0	-5	-5	-0.4
Cc1ccccc1OCC(=O)Nc1cnn(CCCC(=O)O)c1	3	i	-2	-0.2	9	0	-2	8	2.6
Cc1ccccc1-c1nnc(Cc2ccccc2)o1	-2	i	0	-0.1	-8	-3	-3	-15	-0.5
O=C(O)/C=C\c1cc2c(cc1[N+](=O)[O-])OCO2	-10	i	4	-0.7	-1	10	-12	4	0.5
O=C(COc1ccc([N+](=O)[O-])cc1)Nn1cnnc1	-5	i	-2	-0.6	7	10	-1	-10	0.8
COc1ccc(/C(C)=N/NC(=O)CNC(=O)COc2ccccc2)c(OC)c1	-6	i	-5	-0.6	9	-1	-2	-4	0.6
Cc1ccc(Cl)cc1NC(=O)CSc1nnc(C)n1-c1ccccc1	1	i	0	-0.2	-1	1	-6	-3	-0.5
CCc1ccc(C(=O)OCC(=O)c2c(N)n(CC(C)C)c(=O)n(C)c2=O)cc1	11	i	-2	0.5	12	2	0	-2	-1.1
COc1ccc(CNS(=O)(=O)NCc2ccc(OC)c(OC)c2)cc1	-8	i	-2	-0.3	1	-4	1	2	-0.5
N#Cc1c(-c2ccc(F)cc2)ccnc1N1CCOCC1	6	nt	0	-0.6	4	-2	-4	-7	0.4
COc1ccccc1N(CC(=O)NC(C)(C)C)C(=O)CCC(=O)Nc1nccs1	-5	i	2	0.6	-2	-7	-2	-3	-0.9
NS(=O)(=O)OCC1CCCCC1	-7	i	2	-0.3	-4	-4	-1	-6	1.2
COc1ccc(N2CCN(C(=O)CSc3nnc(C4CC4)n3C3CC3)CC2)cc1	-8	i	-4	-0.4	-27	-10	-2	-6	0.1
Cc1cc(O)c(C(C)C)cc1NC(=O)c1cccc(Cl)c1	10	i	-4	0.1	3	0	-2	-2	-0.5
Cc1ccccc1CNC(=O)c1ccc(Cl)c([N+](=O)[O-])c1	34	i	-3	0.8	-4	-2	-2	-6	0.1
CCC(C)(C)c1ccc(OCCCC[n+]2cccc(C)c2C)c(C(C)(C)CC)c1	-1	i	-1	-1.3	8	12	-6	2	-2.9
O=C1c2ccccc2NC(c2ccccn2)N1c1ccc(Cl)cc1 (stereo not drawn)	-6	+	4	2.4	-13	5	2	0	0.1
O=C1c2ccccc2S(=O)(=O)c2cc(C(=O)N3CCN(c4ccc(Cl)cn4)CC3)ccc21	46	i	-3	-0.5	-5	11	-2	1	0.1
Cc1cccc(C(=O)OCC(=O)NCC2COc3ccccc3O2)c1 (stereo not drawn)	-4	i	3	-0.2	11	-10	0	1	-0.5
Cc1ccc2nc(Nc3nc(C)cc(C(F)(F)F)n3)nc(C)c2c1	-7	i	0	-1.4	-8	-10	-5	-1	0.4
COc1cccc(NC(=O)c2ccc(NCCCN3CC(C)CC(C)C3)c([N+](=O)[O-])c2)c1 (stereo not drawn)	6	i	-12	-0.8	1	-4	3	2	-0.8
CCc1ccc(OCC(=O)Nc2ccc3c(c2)OCCO3)cc1	8	i	-2	0.1	4	-8	-2	-1	0.0
COc1ccc(C2(O)CCN(CCCCOc3ccccc3)CC2)cc1	-10	i	1	-1.2	-13	-2	-5	-1	-0.8
COC(=O)CNc1nc(Cl)nc(NC2CCCCC2)n1	-1	i	-1	-0.6	-2	3	-3	-3	1.6
O=C(NC1C/C=C\C(c2ccccc2)N(c2ccccc2)C(=O)C1)OCC1c2ccccc2-c2ccccc21 (stereo not drawn)	21	i	-2	0.2	-8	-10	-6	6	nt
COc1ccc2nc(C)cc(NCCN3CCOCC3)c2c1	-3	i	-1	0.1	2	2	-5	-5	2.0
Cc1ccc(CNC(=O)CCc2ccc(S(=O)(=O)NC3CCCCC3)cc2)cc1	3	i	2	-2.4	-1	-7	-12	-4	-0.3
Cc1ccc(/C=C/C(O)=C2/C(=O)N(C)C3(C)CC2c2ccccc2O3)cc1 (stereo not drawn)	19	nt	0	-1.0	-1	4	-9	2	-0.5
Cc1nc2ccc(NC(=O)CS(=O)(=O)c3ccc(F)cc3)cc2s1	-1	i	2	-0.1	9	6	-7	-2	-0.8
Cc1cccc(OCc2nnc(SCn3nnc4ccccc4c3=O)o2)c1	27	i	4	0.7	8	0	2	-1	0.0

# Bioassay records: PubChem, several laboratories
